# Bioassay records (PubChem BioAssay)
# STAT3 inh: inhibitors of IL-6 induced STAT3 signaling | U3A cells, IL-6 STAT3-luciferase reporter, luminescence; host cell line lacks STAT1 | inhibition, % at 5.5 µM | 190,000 tested, 0.89% active;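 active means inhibition above the mean inhibition across all screened compounds plus 3 SD, cut at about 44% in these data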;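 further: 0% = DMSO only wells and 100% = 100 µM nifuroxazide control wells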
# TLR4 MyD88 comp: TLR4-MyD88 interaction inhibition in cells | O00206+Q99836 | HeLa CL3-4 TLR4/MyD88 BLA complementation, FRET ratio | inhibition, % at 8.4 µM | 200,000 tested, 0.18% active | AID 861; in the data active means inhibition above about 25%;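 further: 0% = vehicle and 100% = reference inhibitor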
# Target sequence (O00206 whole entry, looked up): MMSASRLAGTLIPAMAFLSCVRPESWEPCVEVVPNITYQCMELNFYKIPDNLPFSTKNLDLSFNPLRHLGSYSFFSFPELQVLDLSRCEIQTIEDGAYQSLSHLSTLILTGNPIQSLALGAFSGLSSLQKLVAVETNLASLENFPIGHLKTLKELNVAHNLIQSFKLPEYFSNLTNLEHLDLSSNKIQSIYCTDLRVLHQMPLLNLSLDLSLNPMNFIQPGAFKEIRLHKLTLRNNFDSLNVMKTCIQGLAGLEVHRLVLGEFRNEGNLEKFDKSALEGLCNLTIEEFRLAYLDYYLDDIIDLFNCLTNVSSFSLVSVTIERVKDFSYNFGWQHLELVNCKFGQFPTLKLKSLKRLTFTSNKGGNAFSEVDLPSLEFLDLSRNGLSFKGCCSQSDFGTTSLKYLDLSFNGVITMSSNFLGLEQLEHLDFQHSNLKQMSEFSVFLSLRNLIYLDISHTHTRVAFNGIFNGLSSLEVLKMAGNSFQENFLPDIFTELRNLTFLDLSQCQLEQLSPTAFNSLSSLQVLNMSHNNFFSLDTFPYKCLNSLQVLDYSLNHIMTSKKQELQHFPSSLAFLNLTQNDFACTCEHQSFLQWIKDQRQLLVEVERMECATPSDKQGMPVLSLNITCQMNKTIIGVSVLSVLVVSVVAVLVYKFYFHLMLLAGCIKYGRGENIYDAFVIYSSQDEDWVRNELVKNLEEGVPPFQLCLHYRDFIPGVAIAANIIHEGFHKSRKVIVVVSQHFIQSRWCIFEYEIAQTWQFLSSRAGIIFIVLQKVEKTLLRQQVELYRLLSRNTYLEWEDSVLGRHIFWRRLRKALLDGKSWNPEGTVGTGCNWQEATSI
# Target sequence (Q99836 whole entry, looked up): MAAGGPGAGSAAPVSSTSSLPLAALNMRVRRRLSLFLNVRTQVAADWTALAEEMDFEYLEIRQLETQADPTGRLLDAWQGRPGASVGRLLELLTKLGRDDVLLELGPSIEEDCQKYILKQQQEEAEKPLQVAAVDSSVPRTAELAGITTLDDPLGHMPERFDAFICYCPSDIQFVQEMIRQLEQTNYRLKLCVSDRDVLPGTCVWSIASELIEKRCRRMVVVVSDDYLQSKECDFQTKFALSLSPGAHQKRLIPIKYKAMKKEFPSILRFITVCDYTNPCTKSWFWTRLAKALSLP
# APP transl inh: APP translation inhibition. SH-SY5Y APP 5'UTR-luciferase reporter, luminescence. inhibition, % at 2 µM. 190,000 tested, 0.82% active;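 active means inhibition above a set limit, derived from the sample mean plus 3 SD, cut at about 45% in these data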; further: values of inactives mirror those of a sister screen read the other way
# STAT3 activator: increases IL-6 driven STAT3 reporter signal. 190,000 tested, 0.91% active. AID 871. U3A cells, IL-6 STAT3-luciferase reporter, luminescence; 100% = signal with IL-6 EC80 alone. activation (% of control), % at 5.6 µM;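 active means activation above the screen-wide mean of compound activation plus 3 SD, cut at about 130% in these data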;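 further: 0% = background luminescence of wells with medium and substrate only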
#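 Material: human U3A cells carrying STAT3-luciferase construct. Measured by: reporter luminescence signal. Timing: compound 1 h, then IL-6 6 h at 37 °C.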
# Diaph act CS: activates diaphorase or chemically reduces, flagging diaphorase assay artifacts; Diaphorase/resazurin coupled assay, resorufin fluorescence, 16 min; hits give high values; 1 = vehicle wells, 0 = NADH-free wells; activation factor at 20 µM; 190,000 tested, 0.005% active; AID 1229;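 active means diaphorase activity raised at least twofold by the compound at 20 µM; inactive means activation factor below 2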
#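 System – purified diaphorase enzyme from Clostridium kluyveri · Input – enzyme 0.07 U/mL final · Also added – final NADH 0.114 mM, resazurin 0.1 mM · Measured by – fluorescence of resorufin, 544 nm excitation, 590 nm emission · Timing – 16 min enzyme reaction, ambient temperature · Measure – resorufin increase flagging diaphorase activators or reducers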
# Diaph inh CS: counter-screen for diaphorase-based assays: diaphorase inhibitors and chemical oxidizers. AID 1217. diaphorase resazurin-to-resorufin fluorescence, NADH, 16 min; bacterial (C. kluyveri) enzyme, not human. inhibition, % at 20 µM. 190,000 tested, 0.69% active;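 active means primary screen inhibition at 20 µM above a set limit, cut at about 50% in these data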;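 further: plate controls were DMSO with full reaction for no effect and wells lacking NADH for full effect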
#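 Assay system – diaphorase enzyme from Clostridium kluyveri · Amount – diaphorase 0.14 U/mL (working solution) · Times – reaction incubation of 16 min at room temperature · Controls – No-NADH positive control and DMSO neutral control · Signal – resorufin fluorescence 544/590 nm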
# STAT1 inh: inhibitors of IFN-gamma induced STAT1 signaling | NIH 3T3 STAT1-luciferase reporter, luminescence | inhibition, % at 5.5 µM | 200,000 tested, 0.35% active | AID 920;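 active means inhibition above a set limit, the mean inhibition across all tested compounds plus 3 SD, cut at about 34% in these data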;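 further: 0% = IFN-gamma with DMSO and 100% = IFN-gamma with 300 µM nifuroxazide; values of inactives mirror those of a sister screen read the other way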
# Hsp70 activator: Hsp70 transcriptional activation, primary screen; activation, % at 10 µM; HeLa Hsp70 promoter luciferase reporter, luminescence; scaled: vehicle 0, proteasome-inhibitor control 100%; 200,000 tested, 0.04% active; AID 1203;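 active means activation above the mean across all tested compounds plus 3 SD, cutoff set per campaign, cut at about 5.5% in these data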;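 further: 100% = MG132 at 30 µM as the positive control and 0% = DMSO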
# STAT1 activator: STAT1 signaling activation. NIH 3T3 STAT1-luciferase reporter, IFN-gamma, luminescence; 100% = IFN-gamma alone, no compound. activation (% of control), % at 5.5 µM. 200,000 tested, 2.6% active. AID 932;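 active means activation above the screen-wide mean activation plus 3 SD, cut at about 130% in these data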;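 further: raw ratio to IFN-gamma control signal so 100% means no change and 0% no light; values of inactives mirror those of a sister screen read the other way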
# G6PDH counter: inhibits Leuconostoc G6PDH, flagging false hits in G6PDH-based assays; Purified L. mesenteroides G6PDH, diaphorase/resazurin coupled fluorescence, 45 min; inhibition, % at 5 µM; 200,000 tested, 0.12% active; AID 1020; in the data active means inhibition above about 50%
# * = called active by the depositor; . = not tested or not shown. The order is random; any-hit rate near 6.1%.
SMILES,STAT3 inh,TLR4 MyD88 comp,APP transl inh,STAT3 activator,Diaph act CS,Diaph inh CS,STAT1 inh,Hsp70 activator,STAT1 activator,G6PDH counter
CCOC(=O)c1nn(-c2ccc3c(c2)CCN3C(C)=O)cc1O,41,1,-125,70,0.9,14,-15,-0.3,115,13
O=C(O)c1cc(S(=O)(=O)Nc2ccc(N3CCCCC3)cc2)ccc1Cl,11,-5,-18,100,0.9,10,8,-0.5,91,6
Cc1cc(=O)oc2cc(OCC(=O)OCC(=O)Nc3ccc4ccccc4c3)ccc12,5,7,28,95,0.7,27,-7,0.1,107,6
O=[N+]([O-])c1ccc2c(c1)ncn2-c1ccccc1,20,-16,-5,87,1.1,-8,-25,-0.3,122,5
CC1CCCCC1NC(=O)Cn1nnc(-c2ccc(Cl)cc2)n1 (centres undefined),12,4,18,93,0.9,10,-2,-0.3,102,-2
CCOc1ccc(C(=O)NC(=S)Nc2cccnc2)cc1,11,-14,-49,90,0.9,9,0,-0.4,100,0
O=C(c1cc2ccccc2o1)N1CCC(N2CCC(C(=O)N3CCCC3)CC2)CC1,5,-10,-15,101,0.9,11,-7,-0.2,106,5
COC(=O)[C@@H](NC(=O)NC1CCCc2ccccc21)C(C)C (some centres undefined),6,5,9,100,0.9,12,1,-0.3,99,5
N#Cc1cccc(-c2nnc(SCc3ccccc3C#N)o2)c1,-1,1,-18,104,1,0,-20,-0.1,118,10
O=C(O)c1cccc(N=NN2CCOCC2)c1,1,2,-18,101,.,.,-8,0.0,106,10
COc1ccc(C(=O)OCC(=O)Nc2ccc(F)c(F)c2)cc1OC,4,1,-1,97,0.9,11,4,-0.4,97,3
Nc1ncnc(NNC(=O)CNC(=O)c2c(F)cccc2Cl)c1[N+](=O)[O-],5,-19,0,101,1,2,-5,-0.2,102,11
COc1ccc2c(c1)C1(C)CC(C)(C)N2C(=O)N1c1ccccc1 (centres undefined),2,-5,-2,100,0.9,14,4,-0.1,96,18
O=C1CCC([N+](=O)[O-])C(c2ccc(Br)cc2)N1 (centres undefined),3,-6,9,100,0.9,9,6,-0.3,95,10
O=C(CCc1ccccc1)c1nnc(-c2ccccc2)o1,6,1,17,98,0.9,10,-3,0.3,103,6
NCCCCCc1nnc(SCc2ccccc2Cl)o1,19,-4,14,88,0.9,15,8,-0.4,93,1
O=c1nc(/C=C/c2cc([N+](=O)[O-])ccc2Cl)cc(C(F)(F)F)[nH]1,17,5,3,86,0.9,8,4,0.5,96,7
CC(C)(C)CC(=O)Nc1ccc(S(=O)(=O)N2CCCC2)cc1,2,-10,-15,99,0.9,8,-7,0.0,107,25
CN1CCc2c(n(CC(O)CN3CCN(CCO)CC3)c3ccccc23)C1=O (centres undefined),7,-14,7,96,0.9,7,1,-0.2,99,2
COc1ccc(N2CCC(CNC(=O)Nc3ccc(C)c(C)c3)C2)cc1 (centres undefined),-7,0,2,106,0.5,49,-11,0.2,110,26
O=C(c1ccco1)c1coc2c1cc(O)c1ccccc12,-65,-7,-60,161*,0.8,17,-2,0.0,100,31
Cc1cc(C(=O)OCC(=O)N2c3ccccc3NC(=O)C2(C)C)c(C)n1-c1ccccc1,4,-5,-17,100,0.8,22,-2,-0.4,102,-5
C=CCNc1sc(C(=O)c2cccs2)c(N)c1C#N,20,-2,14,88,1,0,-3,-0.3,102,3
O=C(Cn1nnc(-c2cccs2)n1)N1CCOCC1,-2,16,1,106,0.9,9,-2,-0.4,99,-4
COCc1c(C(=O)OCC(=O)N2c3ccccc3CC2C)oc2ccccc12 (centres undefined),1,-4,13,101,0.9,8,2,-0.4,98,0

# Whole records as entered above. Order of screens: STAT3 inh | TLR4 MyD88 comp | APP transl inh | STAT3 activator | Diaph act CS | Diaph inh CS | STAT1 inh | Hsp70 activator | STAT1 activator | G6PDH counter
# Profile of C=CCNc1sc(C(=O)c2cccs2)c(N)c1C#N = 20 | -2 | 14 | 88 | 1 | 0 | -3 | -0.3 | 102 | 3
# Profile of COc1ccc2c(c1)C1(C)CC(C)(C)N2C(=O)N1c1ccccc1 (centres undefined) = 2 | -5 | -2 | 100 | 0.9 | 14 | 4 | -0.1 | 96 | 18

# New compounds follow:
SMILES,STAT3 inh,TLR4 MyD88 comp,APP transl inh,STAT3 activator,Diaph act CS,Diaph inh CS,STAT1 inh,Hsp70 activator,STAT1 activator,G6PDH counter
CC(=O)Nc1c(C)nn(-c2ccc(C)c(C)c2)c1C,-1,-3,-2,104,0.9,7,0,-0.1,100,6
CCN(CC)c1ccc(-c2nc3cnccn3c2NC2CCCC2)cc1,0,52*,8,102,0.8,18,-1,-0.4,101,9
CCOc1ccc(N2C(=O)/C(=C/c3ccccc3)N=C2SC)cc1,-3,3,-80,104,0.8,17,-10,-0.1,108,2
O=C(CN1C(=O)C2C3C=CC(C3)C2C1=O)NCc1ccco1 (centres undefined),-4,-10,8,106,0.9,7,-8,-0.1,107,7
Cc1ccc(CSCC(=O)N2CCOCC2)cc1,4,-6,8,102,0.9,9,-9,-0.3,108,11
COc1cc(NC(=O)COC(=O)c2ccc(C)c(S(=O)(=O)N3CCCCC3)c2)c(C)cc1[N+](=O)[O-],1,7,-10,102,0.9,11,3,-0.2,97,3
CCOC(=O)c1ccc(NC(=O)c2ccccc2[N+](=O)[O-])cc1,2,-24,-15,101,0.9,10,-19,-0.1,117,0
O=C(NC12CC3CC(CC(C3)C1)C2)c1cncc(O)c1,12,-7,-9,92,0.9,8,0,0.0,100,-11
O=S(=O)(c1ccc(F)cc1)N1CCN(c2ccc(-c3ccccc3)nn2)CC1,5,-2,2,98,1,-2,11,-0.1,90,8
Cc1[nH]c(=O)c(C#N)cc1-c1ccncc1,-6,-6,-19,107,0.9,13,1,-0.2,97,4
O=c1cc(CO)oc(C(Nc2ccccn2)c2ccccc2Cl)c1O (centres undefined),9,-1,-19,100,0.9,7,3,-0.2,95,12
Cc1csc(SCC(=O)Nc2cccc3nsnc23)n1,-27,-1,10,127,0.9,8,5,-0.2,95,-10
Cc1cc(=O)n(C2CCS(=O)(=O)C2)[nH]1 (centres undefined),4,-1,-4,99,0.9,13,-5,-0.2,103,15
O=C(O)c1cccc(S(=O)(=O)NCCC(c2ccccc2)c2ccccc2)c1,-10,4,-1,109,0.9,7,-4,0.0,105,5
CCc1ccc(NC(=O)c2ccc(OC)c([N+](=O)[O-])c2)cc1,12,-1,1,92,1,3,-6,-0.2,105,2
CC(=O)Nc1ccc(N2CC(C)(C)C2=O)cc1,8,3,9,95,1,4,-17,-0.1,114,5
CCc1ccccc1NC(=S)N(CCCN1CCOCC1)Cc1ccccn1,1,-2,5,99,1,4,-3,-0.2,103,0
O=C(CN(Cc1ccco1)S(=O)(=O)c1ccccc1)N/N=C/c1cccc(O)c1,9,-15,-8,93,0.8,17,-5,0.0,104,2
O=C(CN1CCC(C(=O)c2ccc(Cl)cc2)CC1)Nc1ccc2c(c1)OCCO2,7,3,-2,96,1,4,2,-0.1,98,6
COC(=O)c1ccc(SC)cn1,1,-14,4,101,0.9,6,-9,0.3,108,5
Cc1ccc(-n2nc3c(c2NC(=O)c2c(-c4ccccc4Cl)noc2C)CS(=O)(=O)C3)c(C)c1,8,-4,8,97,0.9,7,2,-0.2,98,-1
COc1ccc(S(=O)(=O)CCC(=O)Nc2c(C)n(C)n(-c3ccccc3)c2=O)cc1,9,-3,23,98,0.9,12,0,-0.2,101,14
O=C(NC1CC2CCC1C2)C1COc2ccccc2O1 (centres undefined),8,8,-10,96,0.9,6,-11,0.1,110,-15
O=C(/C=C/c1ccco1)NCC(=O)N/N=C/c1ccc([N+](=O)[O-])cc1,4,4,-8,102,0.9,7,7,-0.1,94,-3
CC(C)C(OC(=O)c1oc2ccccc2c1CSC1CCCCC1)C(=O)NC(N)=O (centres undefined),2,6,9,108,1,-5,-5,-0.5,103,5

# Other compounds follow.
SMILES,STAT3 inh,TLR4 MyD88 comp,APP transl inh,STAT3 activator,Diaph act CS,Diaph inh CS,STAT1 inh,Hsp70 activator,STAT1 activator,G6PDH counter
Cc1cccc(N(CC(=O)NCc2ccc(F)cc2)C(=O)c2csnn2)c1C,5,9,12,106,0.7,26,5,0.1,95,16
Cc1nc2ccc(N3C(=O)CCC3=O)cc2[nH]1,1,5,0,102,0.9,6,3,-0.3,97,-9
O=[N+]([O-])c1cc(Cl)cc(/C=N/n2cnnc2)c1O,-6,0,13,104,0.9,9,2,0.1,98,3
O=C(CN1C(=O)/C(=C\c2ccc(C(F)(F)F)cc2)Sc2ccccc21)NCc1ccco1,-1,-14,-21,98,0.7,27,11,-0.2,91,3
O=C(CN1CCN(C(=O)c2ccco2)CC1)Nc1ccccc1-c1ccccc1,5,6,4,102,0.9,9,5,0.1,95,5
CCOc1ccccc1/C=N/NC(=O)c1cccc(S(=O)(=O)N(CC)CC)c1,-6,-8,-8,105,0.8,16,3,0.2,98,5
CN(C)CCNC(=O)Cc1ncc(C(F)(F)F)cc1Cl,10,3,-5,96,0.9,8,-2,-0.1,102,2
CNC(=S)Nc1cc(Cl)ccc1Oc1ccccc1,9,-6,-1,96,0.8,22,3,-0.2,98,2
COc1cccc(NC(=S)N(CCc2c(C)[nH]c3ccccc23)Cc2cccs2)c1,-8,0,3,107,0.9,14,-5,-0.1,105,14
Cc1cc(C)c(C(=O)CSc2nnc(N)s2)c(C)c1,11,-12,19,93,1,4,2,-0.1,98,1
Cc1nn(-c2cc(N3CCCCC3)ccc2N)c(=O)c2ccccc12,0,-16,-6,101,0.7,26,-1,0.2,102,5
COc1ccc(C(=O)/C=C\c2ccc(NC(=O)c3cccs3)cc2)cc1,6,6,-7,100,0.8,23,-4,-0.2,103,-3
Cc1nc2ccccc2nc(C)c1=NOCc1ccc(Cl)cc1Cl,-5,3,-51,102,0.8,25,-12,-0.2,111,-14
O=C(NCCc1ccccc1)c1ccc(Br)o1,4,-9,-58,103,0.9,9,-29,1.8,126,4
Cc1cc2nc3c(c(=O)n2[nH]1)CCCC3,4,-7,-6,100,0.8,17,-1,-0.3,101,-2
CCC(=O)Nc1nc(C)c(-c2csc(Nc3ccccn3)n2)s1,-1,-3,-49,105,0.9,14,-64,0.0,157*,-2
CN(C)c1ccc(C(=S)N2CCN(C(=S)Nc3cccc4ccccc34)CC2)cc1,-18,0,-10,115,0.9,8,4,-0.1,97,14
COc1ccc(C2=NOC(CNC(N)=S)C2)cc1 (centres undefined),22,9,-115,83,0.8,25,-8,1.6,106,9
